Pol beta inh = inhibitors of human DNA polymerase beta. AID 485314. P06746. Pol beta primer extension/strand displacement, fluorescence kinetic. hit rate 1.3% among 340,000. Potency, µM (highest dose often 114 µM), inactives show top-dose activity change, negative = inhibition, actives largely listed as inhibitors; note: potency is the fitted concentration of half-maximal effect; % is set by controls: 0 for no effect and ±100 for the full control effect
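Kinetic readout of DNA synthesis with strand displacement by Pol beta. Compound and 10 nM enzyme sit 15 min at room temperature; 50 nM substrate starts the reaction, read immediately and at 10 min.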
POLI inh = DNA polymerase iota (human) inhibition | Potency, µM (titrated, usually from 115 µM), inactives show at the top dose activity, negative = inhibition, most hits filed as inhibitors | hit rate 1% among 390,000 | Q9UNA4 | Pol iota fluorescent replication assay, 10 min; note: potency is the fitted concentration of half-maximal effect
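Fluorescent replication assay read twice, at 0 min and 10 min after adding 50 nM (final) substrate. Enzyme (10 nM) and compounds were first incubated 15 min at room temperature; enzyme-free buffer wells were negative controls.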
APE1 inh = APE1 (human) endonuclease inhibition. recombinant APE1, TAMRA/BHQ-2 abasic DNA cleavage fluorescence. Potency, µM (top dose mostly 65.8 µM), for the others: at the highest dose activity change, negative = inhibition, hits mostly inhibitors. hit rate 0.35% among 350,000;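 note: potency is the fitted concentration of half-maximal effect; plate controls were vehicle for no effect and reference inhibitor for full effect; nearly all actives have a fitted effect of over 55% in size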
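Readout is kinetic fluorescence (ex 525, em 598 nm) from cleavage of 50 nM TAMRA/BHQ-2 THF abasic duplex by 0.75 nM APE1, compound added 15 min beforehand at RT.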
TRHR agonist = agonists of human TRH receptor. TRHR cells, calcium flux fluo-8, FDSS agonist mode. AID 493084. P34981. activation, % at 2 µM. hit rate 0.18% among 360,000; in the data active = activation above about 30%; note: 0% is about no effect
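Agonist-mode FDSS calcium read (Ex 480/Em 530, 1 s cycles) in 1536-well TRHR cells with fluo-8 dye, after 10-cycle baseline and 23 nL compound addition; TRH at EC20 (10 nM final) added afterwards for the enhancer phase.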
Pol kappa inh = blocks human DNA polymerase kappa activity; purified Pol kappa, fluorescent DNA synthesis assay, 10 min; Potency, µM (titrated, usually from 107 µM), without a hit: top-dose activity, negative = inhibition, most hits filed as inhibitors; hit rate 0.53% among 400,000; AID 588579; note: potency is the fitted concentration of half-maximal effect; % is set by controls: 0 for no effect and ±100 for the full control effect
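Enzyme at 10 nM met test compounds for 15 min at room temperature. Substrate addition (50 nM final) began the reaction, which was monitored by fluorescence at 0 and 10 min.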
BLM helicase inh = inhibitors of human Bloom syndrome helicase BLM; P54132; recombinant BLM DNA unwinding, fluorescence dequenching; Potency, µM (top dose mostly 56.1 µM), without a hit: top-dose activity change, negative = inhibition, most hits filed as inhibitors; hit rate 0.2% among 350,000;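 note: potency is the fitted concentration of half-maximal effect; plate controls were vehicle for no effect and no enzyme for full effect; nearly all actives have a fitted effect of over 35% in size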
Target sequence (P54132 whole entry, looked up): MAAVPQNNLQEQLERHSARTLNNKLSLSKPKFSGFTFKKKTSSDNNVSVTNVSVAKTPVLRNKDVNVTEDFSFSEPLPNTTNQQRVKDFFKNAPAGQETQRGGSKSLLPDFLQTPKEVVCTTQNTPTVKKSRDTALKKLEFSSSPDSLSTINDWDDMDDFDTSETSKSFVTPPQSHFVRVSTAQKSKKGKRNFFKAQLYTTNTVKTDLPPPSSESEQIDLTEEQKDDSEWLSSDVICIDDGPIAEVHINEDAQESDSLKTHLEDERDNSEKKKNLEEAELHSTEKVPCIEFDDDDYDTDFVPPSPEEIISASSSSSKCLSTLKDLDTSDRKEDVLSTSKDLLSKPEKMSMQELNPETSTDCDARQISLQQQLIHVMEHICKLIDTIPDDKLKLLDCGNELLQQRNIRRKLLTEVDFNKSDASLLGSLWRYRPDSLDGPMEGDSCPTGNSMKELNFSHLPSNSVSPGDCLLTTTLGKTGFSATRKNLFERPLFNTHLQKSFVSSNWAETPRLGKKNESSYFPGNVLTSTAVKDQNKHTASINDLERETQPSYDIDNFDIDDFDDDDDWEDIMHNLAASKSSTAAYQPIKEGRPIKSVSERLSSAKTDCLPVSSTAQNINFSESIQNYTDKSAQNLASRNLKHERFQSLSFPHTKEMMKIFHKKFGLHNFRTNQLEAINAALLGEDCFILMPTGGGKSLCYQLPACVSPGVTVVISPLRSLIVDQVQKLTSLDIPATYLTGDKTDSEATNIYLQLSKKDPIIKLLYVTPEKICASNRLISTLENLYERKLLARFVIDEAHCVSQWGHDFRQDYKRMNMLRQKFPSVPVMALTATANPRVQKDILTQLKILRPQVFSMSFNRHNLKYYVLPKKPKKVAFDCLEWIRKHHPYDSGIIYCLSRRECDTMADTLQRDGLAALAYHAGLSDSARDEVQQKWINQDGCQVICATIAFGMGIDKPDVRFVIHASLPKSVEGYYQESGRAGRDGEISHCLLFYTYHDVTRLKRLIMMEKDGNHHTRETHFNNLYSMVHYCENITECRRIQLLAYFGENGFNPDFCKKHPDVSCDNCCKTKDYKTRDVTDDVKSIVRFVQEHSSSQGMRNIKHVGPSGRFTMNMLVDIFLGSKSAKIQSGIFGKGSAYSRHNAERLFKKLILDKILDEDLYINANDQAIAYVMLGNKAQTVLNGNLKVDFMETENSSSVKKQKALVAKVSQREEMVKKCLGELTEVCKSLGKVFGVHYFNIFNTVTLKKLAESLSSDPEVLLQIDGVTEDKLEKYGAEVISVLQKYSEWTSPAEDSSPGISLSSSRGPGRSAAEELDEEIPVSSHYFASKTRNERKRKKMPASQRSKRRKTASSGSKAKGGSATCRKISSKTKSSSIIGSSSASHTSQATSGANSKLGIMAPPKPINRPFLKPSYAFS
ERG-DNA inh = ERG Ets/DNA interaction inhibition. P11308. fluorescence polarization, His-ERG Ets domain / labelled DNA. Potency, µM (highest dose often 76.9 µM), for the others: at the top dose FP activity, negative = inhibition, most hits filed as inhibitors. hit rate 0.028% among 370,000; active = well fitted inhibition curve with a large enough effect in the polarisation, with a control signal flat; inconclusive = small, poorly fitted or top-dose-only effect, or effect the other way, or a change in a side signal; inactive = no such curve, though single readings can be large or run the other way; the % refers to the polarisation;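 note: polarization taken with two DNA probes labelled with fluorescein and Texas red; potency is the fitted concentration of half-maximal effect; % of control where 0% means no effect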
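His-tagged ERG Ets domain (1 uM in the protein solution; 300mM KCl, 50mM Tris-HCl, 1mM EDTA, 1mM DTT, pH 7.5) received compound, then a probe mix of 5 nM fluorescein-DNA and 100nM Texas-615-DNA. Fluorescence polarization was read for both dyes.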
ALOX12 inh = inhibitors of human 12S-lipoxygenase ALOX12; P18054; purified 12hLO, xylenol orange hydroperoxide absorbance; Potency, µM (highest dose often 108 µM), inactives show top-dose activity change, negative = inhibition, most hits filed as inhibitors; hit rate 1.1% among 580,000; AID 1671190; note: potency is the fitted concentration of half-maximal effect; % is set by controls: 0 for no effect and ±100 for the full control effect
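Purified human 12hLO (150 nM final) in 25 mM Hepes, 0.01% Triton X-100, pH 7.0 was preincubated 15 min at room temperature with compound. Then 40 uM arachidonic acid was added, 30 min. Hydroperoxide was read by Fe-XO absorbance ratio 573/405 nm.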
Apoferritin bind = candidate novel general anesthetic via apoferritin binding. apoferritin/1-aminoanthracene competitive binding, fluorescence. Potency, µM (titrated, usually from 77.5 µM), for the others: top-dose activity change, negative = displacement, actives largely listed as inhibitors. AID 485281. hit rate 0.074% among 350,000; note: potency is the fitted concentration of half-maximal effect; % is set by controls: 0 for no effect and ±100 for the full control effect; nearly all actives have a fitted effect of over 20% in size
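Horse-spleen apoferritin (10 uM) was mixed with 50% saturated 1-aminoanthracene in PBS, exposed to compounds for 10 min at room temperature, and read for fluorescence (ex 380 nm, em 535 nm). Competitive displacement was fitted with a four-parameter Hill equation.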
* hit, by the source's call; u = inconclusive; x = no result given; & = joins results of further samples; [ ] = remark or other dose. Unless noted, calls come from the whole dose curve; as a rule, active = well fitted curve in the direction sought with a large enough effect; inconclusive = small, poorly fitted or top-dose-only effect, or another doubt; inactive = no such curve, though single readings can be large; an effect the other way counts as inactive or inconclusive. Not all compounds are listed; count on the stated rates, not on these rows.

| item | SMILES | Pol beta inh | POLI inh | APE1 inh | TRHR agonist | Pol kappa inh | BLM helicase inh | ERG-DNA inh | ALOX12 inh | Apoferritin bind |
| --- | --- | --- | --- | --- | --- | --- | --- | --- | --- | --- |
| 1 | COc1ccccc1NC(=O)CCSc1nnc(-c2ccc(O)cc2)o1 | 3% | 30%[activator] | -6% | -0.3 | -1% | -4% | -3% | -3% | -3% |
| 2 | CCCCSc1nnc(-c2ccc(NC(=O)CC)cc2)n1C | 12% | 22%&16% | -3% | -0.3 | 4%&11% | -9% | 22% | 0% | -12% |
| 3 | Cc1ccc(C(=O)Nc2ccc(OCc3ccccc3)cc2)s1 | 2% | -8% | 5% | 0.0 | -6% | -8% | -3% | 11% | -16% |
| 4 | COc1ccc(S(=O)(=O)N2CCCCC2)cc1NC(=O)c1ccc(CS(C)(=O)=O)cc1 | x | -9% | -10% | -0.3 | -17% | x | 16% | 125%[activator] | x |
| 5 | CCOc1cc(C(=S)N2CCCC2)ccc1OC(=O)Cc1ccc(F)cc1 | 1% | -14% | 1% | 1.6 | -5% | 4% | 0% | -20% | -6% |
| 6 | CCOC(=O)/C(=N\Nc1ccccc1)S(=O)(=O)c1ccccc1 | -19% | 24% | -5% | -1.8 | -6% | -1% | 0% | -8% | u |
| 7 | CCC(C)(C)NC(=O)C(c1ccccc1)N(C(=O)c1csnn1)C1CC1 (stereo not given) | 4% | 3% | 7% | -0.5 | -1% | 3% | 0% | 0% | -1% |
| 8 | Cc1cnc(NC(=O)CC(C)c2ccccc2)s1 (stereo not given) | -1% | 21% | 15% | -0.4 | 8% | -9% | 5% | u | 8% |
| 9 | COc1ccc([C@@H]2[C@@H]3C(=O)N(C(C)(C)C)C(=O)[C@@H]3[C@]3(C)C(=O)N(c4ccc(C(F)(F)F)cc4)C(=O)N23)cc1 | 34% | 17% | -18% | 3.1 | -6% | -13% | -4% | 1% | -11% |
| 10 | Nc1c(C(=O)Nc2nccs2)sc2nc(-c3cccs3)cc(C(F)(F)F)c12 | 45µM* | -12% | 2% | -0.7 | 1% | u | -21% | 266%[activator] | 113%[activator] |
| 11 | CCC(=O)Nc1ccc(NC(=S)NC(=O)/C=C/c2ccco2)cc1 | -27% | u | -37% | 0.6 | -24% | -9% | 24% | u | u |
| 12 | Cc1ccc(NC(NC(=O)c2cccs2)C(Cl)(Cl)Cl)cc1 (stereo not given) | 4% | -5% | -9% | 0.5 | -16% | -10% | -1% | u | u |
| 13 | COc1ccc(-c2nc(CS(=O)(=O)CC(=O)NCc3ccccc3OC)c(C)o2)cc1 | 22% | -15% | 6% | 0.4 | -2% | 0% | -12% | -22%&-9% | 3% |
| 14 | CCOC(=O)c1cnc2nc(NCc3ccc(OCC)cc3)[nH]n2c1=O | 7% | 14% | x | 0.0 | 0% | 0% | -6% | -4% | 4% |
| 15 | CN(Cc1ccccc1)C(=O)c1cccc(NC(=O)Cc2ccc(NC(=O)C3CCN(S(=O)(=O)c4cccc([N+](=O)[O-])c4)CC3)cc2)c1 | x | -11% | x | x | -2% | x | 3% | u | x |
| 16 | O=C(CNC(=O)c1ccccc1)NCc1nc2ccccc2[nH]1 | x | -4% | 6% | 0.0 | -2% | x | -27% | 13% | x |
| 17 | CCN(CC)CCCNC(=O)Cn1cnc2sc(C)c(S(=O)(=O)N3CCN(c4ncccn4)CC3)c2c1=O | 16% | 88%[activator] | -2% | 0.1 | 2% | -8% | -2% | -5% | -6% |
| 18 | Cn1cnnc1SCC(=O)Nc1ccc(Oc2ccccc2)cc1 | -14% | 8% | -5% | -1.2 | -8% | -3% | -9% | 1% | u |
| 19 | COc1ccc(OC)c(-c2cc(C(=O)N/N=C/c3ccc(F)cc3)c3ccccc3n2)c1 | x | 39%[activator] | x | x | -3% | x | 6% | 0% | x |
| 20 | O=C(Nc1c(F)cccc1F)c1ccc(-n2cncn2)nc1 | 5% | 20% | 2% | 0.8 | 7% | -1% | -7% | 372%[activator] | -12% |
| 21 | CN(C)c1ccc(/C=C2\CCC/C(=C\c3ccccc3)C2=O)cc1 | 0% | u | 0% | 24 | 1% | -16% | 57%[activator] | -21% | 6% |
| 22 | COc1ccccc1CCC(=O)Nc1ccc(OC)c(S(=O)(=O)N2CCCCC2)c1 | x | -17% | 3% | 0.3 | -11% | x | 16% | -5% | x |
| 23 | C=C(c1ccccc1)c1ccccc1N | x | 32%[activator] | 7% | -0.3 | -3% | x | -1% | 1% | x |
| 24 | COc1ccc2nc(NC(=O)c3ccccc3F)sc2c1 | 56% | 2% | 1% | 1.0 | -18% | -7% | -2% | 0% | 376%[activator] |
| 25 | CCCCn1c(N)c(N(CCOC)C(=O)CCNC(=O)c2ccc(Br)cc2)c(=O)[nH]c1=O | x | 17% | 12% | 0.1 | -15% | x | 5% | -27% | x |
| 26 | O=C(NC(=S)Nc1cc(S(=O)(=O)N2CCOCC2)ccc1O)c1ccco1 | 10% | 1% | 1% | 0.2 | 0% | -2% | -3% | -15% | -11% |
| 27 | Cc1nc(C)c(-c2csc(Nc3ccc(O)c(C(=O)O)c3)n2)s1 | -23% | 72%[activator] | 35% | -1.3 | -6% | -5% | -2% | -2% | -4% |
| 28 | CCCC(C)NC(=O)COC(=O)c1ccc2c(c1)C(=O)N(Cc1ccco1)C2=O (stereo not given) | 15% | -5% | 25% | -0.5 | 4% | 0% | 16% | 0% | -6% |
| 29 | CCn1cc(C(=O)NCc2ccccc2)c(=O)c2cc(S(=O)(=O)N3CCc4ccccc4C3)ccc21 | 0% | 0% | x | 0.2 | -6% | -12% | 7% | -18% | -16% |
| 30 | O=C1CNC(=O)/C(=C\c2ccccc2)N1 | -1% | -12% | 21% | 0.2 | -1% | -4% | -5% | -3% | 7% |

Following part
| item | SMILES | Pol beta inh | POLI inh | APE1 inh | TRHR agonist | Pol kappa inh | BLM helicase inh | ERG-DNA inh | ALOX12 inh | Apoferritin bind |
| --- | --- | --- | --- | --- | --- | --- | --- | --- | --- | --- |
| 31 | CC(=O)Nc1nonc1-c1nc2ccccc2n1C | 16% | 100%[activator] | 15% | -0.5 | 1% | 0% | 24% | -3% | -1% |
| 32 | COc1ccc(C(=O)NNC(=O)Cc2ccc(-c3ccccc3)cc2)cc1OC | 28% | 7% | 18% | 0.0 | -3% | -2% | 1% | 0% | -17% |
| 33 | CCOc1ccc(OCC)c(NC(=O)c2nnn(CC(=O)Nc3cc(C)cc(C)c3)c2N)c1 | 5% | 61%[activator] | -2% | 0.0 | -13% | -3% | 7% | -12% | 6% |
| 34 | CCN1CCN(C(=O)c2ccc(OC3CCN(CCc4ccccc4)CC3)cc2)[C@@H](C)C1=O | 20% | 29% | 2% | 0.9 | -11% | 0% | -7% | 0% | -5% |
| 35 | CCN(c1ccccc1)S(=O)(=O)c1cccc(C(=O)OCC(=O)Nc2ccc(NC(C)=O)cc2)c1 | x | 4% | 2% | x | -26% | x | -15% | -8% | x |
| 36 | CC(=O)N1c2ccc(S(=O)(=O)NCCC(=O)NC3CCCC(C)C3C)cc2CC1C (stereo not given) | -2% | 14% | -19% | -0.5 | 9% | -4% | 6% | 7% | u |
| 37 | Cc1c(N2C(=O)C3C4C=CC(C4)C3C2=O)c(=O)n(-c2ccccc2)n1C (stereo not given) | -24% | -22% | u | -0.4 | -20% | 0% | -12% | 1% | 42%[activator] |
| 38 | CCOC(=O)Cn1c(=O)n(C2CCCCC2)c2nc(-c3cccc(C)c3)nc(C(N)=O)c21 | 1% | 4% | x | 0.4 | -8%[60.1 µM] | -1% | -3% | 0% | -7% |
| 39 | CCC(=O)c1ccc(OCC(=O)OCC(=O)N2CCc3ccccc3C2)cc1 | x | 4% | -1% | -0.5 | -11% | x | x | 0% | x |
| 40 | O=C(NCCC(=O)N1CCC2(CC1)NCCc1[nH]cnc12)c1ccc(F)c(F)c1 | 29% | 2% | 12% | 0.4 | -2% | 0% | -6% | -8% | 1% |
| 41 | Fc1cccc(Nc2ncnc3c2cnn3-c2ccccc2)c1 | 1% | -12% | -4% | 1.2 | -4% | -11% | 1% | 0%[57.4 µM] | -2% |
| 42 | CCCCOC(=O)C1CN(c2ccccc2)N=C1C(=O)OCC (stereo not given) | -1% | -21% | 2% | -2.8 | -7% | 2% | -11% | -11% | 61%[activator] |

A portion of the results above, as a working copy:
| item | SMILES | Pol beta inh | POLI inh | APE1 inh | TRHR agonist | Pol kappa inh | BLM helicase inh | ERG-DNA inh | ALOX12 inh | Apoferritin bind |
| --- | --- | --- | --- | --- | --- | --- | --- | --- | --- | --- |
| 5 | CCOc1cc(C(=S)N2CCCC2)ccc1OC(=O)Cc1ccc(F)cc1 | 1% | -14% | 1% | 1.6 | -5% | 4% | 0% | -20% | -6% |
| 6 | CCOC(=O)/C(=N\Nc1ccccc1)S(=O)(=O)c1ccccc1 | -19% | 24% | -5% | -1.8 | -6% | -1% | 0% | -8% | u |
| 7 | CCC(C)(C)NC(=O)C(c1ccccc1)N(C(=O)c1csnn1)C1CC1 (stereo not given) | 4% | 3% | 7% | -0.5 | -1% | 3% | 0% | 0% | -1% |
| 8 | Cc1cnc(NC(=O)CC(C)c2ccccc2)s1 (stereo not given) | -1% | 21% | 15% | -0.4 | 8% | -9% | 5% | u | 8% |
| 9 | COc1ccc([C@@H]2[C@@H]3C(=O)N(C(C)(C)C)C(=O)[C@@H]3[C@]3(C)C(=O)N(c4ccc(C(F)(F)F)cc4)C(=O)N23)cc1 | 34% | 17% | -18% | 3.1 | -6% | -13% | -4% | 1% | -11% |
| 10 | Nc1c(C(=O)Nc2nccs2)sc2nc(-c3cccs3)cc(C(F)(F)F)c12 | 45µM* | -12% | 2% | -0.7 | 1% | u | -21% | 266%[activator] | 113%[activator] |
| 11 | CCC(=O)Nc1ccc(NC(=S)NC(=O)/C=C/c2ccco2)cc1 | -27% | u | -37% | 0.6 | -24% | -9% | 24% | u | u |

From PubChem
